Hep lipid drop: hepatic lipid droplet formation modulation | hit rate 0.4% among 240,000 | inhibition, % at 6.5 µM | AML12 mouse hepatocytes, oleate lipid droplets, BODIPY imaging;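 active means lipid droplet intensity inhibited by at least 50%, with more than 500 cells counted; inconclusive means wells with under 300 cells, treated as cytotoxic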
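Material – AML12 mouse liver cells · Also added – oleate loading, 100 µM · Compound dosing – 6.5 µM single-point dosing · Times – overnight treatment with compound plus oleate · Measured by – fluorescence imaging, 20x objective, two fields per well · Read-out – percent inhibition of filter-corrected integrated lipid droplet intensity per well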
WT yeast gro inh: growth inhibition of WT yeast, mitochondrial fusion screen; mitochondrial fusion phenotypic screen, WT strain; inhibition, % at 10 µM; hit rate 2.1% among 190,000; AID 1362; in the data active means inhibition above about 58%; tested in S. cerevisiae
T cell HTS: T cell immune modulators affecting CD8 T cell-vesicle binding. 2C CD8+ T cell-vesicle binding, flow cytometry; hits give low values. calls only at 7 µM. hit rate 0.068% among 330,000. AID 2052;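 active means response, share of CD8 T cells binding vesicles, and their 90th percentile fluorescence all below set limits, cut at about 80% in these data, passing the limit was not always enough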
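Also added: QL9-peptide-loaded Drosophila micro-vesicles bearing Ld, ICAM-1 and B7-1; Test system: purified 2C TCR transgenic mouse naive CD8+ T cells; Measured by: cytometric PE anti-B7-1 and Alexa647 anti-CD8 signals after 1% paraformaldehyde fixation; Timing: binding step 1.5 h, 37 °C, antibody labelling 20 min, ice.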
Myeloid diff 2: promotes myeloid progenitor differentiation; calls only at 10 µM; ER-HoxA9 myeloid progenitors, lysozyme-GFP differentiation, flow cytometry; hit rate 1% among 360,000;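 active means normalized GFP-positive differentiation at or above the plate's own cutoff, the solvent-only control mean plus 3 SD; inconclusive means no clear call, values can overlap the other calls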;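 further: cells exposed to compound for four days before flow analysis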
Autophagy HCS: alters autophagy in cells; MEF GFP-LC3 puncta imaging; test concentration mostly 10 µM; calls only at 10 µM (by protocol); hit rate 0.98% among 190,000; AID 463193;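 active means percentage of spot-positive cells more than 3 SD above its plate mean, without a fluorescence outlier flag or 80% toxicity; inconclusive means no clear call, values can overlap the other calls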;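 further: spot-positive cell cutoff set from DMSO-treated cells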
West Nile virus CPE: inhibition of WNV-induced cytopathic effect – cell-based, CPE readout (AID 1621); West Nile virus-infected cells, CPE inhibition; higher % means a stronger effect; one-dose CPE inhibition, % at 10 µM; IC50 in µM for titrated hits; hit rate 0.02% among 290,000; in the data active means a potency from the dose series; inconclusive means CPE inhibition mostly from about 3.7% at the one dose, without a potency; inactive means the rest, 99 in 100 with CPE inhibition below about 2.2%; further: strong numbers were not always called active
Ins promoter up: MIN6 insulin promoter up-regulation. MIN6 insulin promoter-GFP reporter, high-content imaging; hits give high values. z-score at 5 µM. hit rate 0.3% among 190,000. AID 1625;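 active means z-score above 3 at 5 µM with at least 500 cells counted in the well; inconclusive means wells under 500 cells, flagged as cytotoxic or low count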
b-catenin transl: alters nuclear translocation of beta-catenin in HeLa cells. immunofluorescence imaging. nuclear translocation activity, % at 5 µM. hit rate 0.3% among 190,000;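 active means nuclear translocation activity above 50% at 5 µM, with a well cell count of 50 or more; inconclusive means wells under 50 cells across six images, flagged as toxic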;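 further: per-cell ratio of nuclear to cytoplasmic median beta-catenin stain intensity; plate controls were DMSO negative control for no effect and GSK-3 inhibitor IX positive control for full effect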
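Read-out: Nuclear/cytoplasmic beta-catenin signal ratio, % activation | Assay system: Human HeLa cell line | Times: 24 h compound exposure at 37°C, 5% CO2 | Signal: Fluorescence imaging of beta-catenin antibody stain plus DAPI | Dosing: 5 µM primary, 0.02–20 µM confirmation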
MT stabilizer: microtubule stabilization, imaging screen; HeLa tubulin immunostaining HCS, 24 h; share of cells brighter than vehicle mean+2SD; % tubulin-high responders, % at 10 µM; hit rate 0.83% among 200,000;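 active means plate Z-score above 3 for both tubulin-high and condensed-nucleus cell shares, with cell loss under 80%, at 10 µM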;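 further: anti alpha tubulin signal scored within the nucleus-defined area of each cell; some results filed as inactive read as strong as hits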
WT yeast gro inh mutant strain: further read-out of WT yeast gro inh, marked with its call; inhibition, %; mitochondrial fusion phenotypic screen, mutant strain inhibition
Ins promoter up cell count: also measured in Ins promoter up; calls as there; cell count; measured here: cytotoxicity, nuclei count;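 total cells summed across four imaged fields per well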
Hep lipid drop cells 6.5 µM: further read-out of Hep lipid drop, marked with its call; cell count; measured here: cell count, cytotoxicity flag;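 cells counted across two imaged fields per well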
b-catenin transl cell count 5 µM: recorded beside b-catenin transl, whose call it bears; cell count; measured here: cell count, cytotoxicity flag
T cell HTS vesicle-bound %: recorded beside T cell HTS, whose call it bears; double positive events, %; measured here: CD8+ vesicle-bound cell fraction;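 binding gate set so that unloaded-vesicle control wells show 10% double positive cells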
MT stabilizer Hoechst-high %: second read-out of MT stabilizer, no call of its own (marks repeat the call); % Hoechst-high responders; measured here: nuclear condensation Hoechst responders;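 share of cells brighter than vehicle mean plus two SD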
MT stabilizer cytotoxicity %: recorded beside MT stabilizer, whose call it bears; toxicity, %; measured here: cytotoxicity by cell density;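 0% = mean cell density of plate MIN control wells and 100% = no cells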
Autophagy HCS cell loss 18 h: further read-out of Autophagy HCS, marked with its call; toxicity, %; measured here: cell loss, nuclei count;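 cell loss after 18 h compound exposure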
Myeloid diff 2 GFP+ MAC1+ %: also measured in Myeloid diff 2; calls as there; GFP+ MAC1+ double positive, %; measured here: differentiation confirmed by MAC1 staining
Active calls of the source: *.

For Cc1ccc(O)c(C(=O)/C=C/c2ccc3c(c2)OCCCO3)c1 the results were Hep lipid drop -31.6, WT yeast gro inh 60.8*, T cell HTS inactive, Myeloid diff 2 inactive, Autophagy HCS inactive, West Nile virus CPE -0.2%, Ins promoter up 1.69, b-catenin transl 1.9, MT stabilizer 3.9, WT yeast gro inh mutant strain 4.0*, Ins promoter up cell count 1091, Hep lipid drop cells 6.5 µM 703, b-catenin transl cell count 5 µM 382, T cell HTS vesicle-bound % 44.2, MT stabilizer Hoechst-high % 2.8, MT stabilizer cytotoxicity % 10.6, Autophagy HCS cell loss 18 h -4.4 and Myeloid diff 2 GFP+ MAC1+ % 0.6.
`CC1CN(C(=O)Nc2cccc(Cl)c2)C2(CCCCCC2)O1` (stereo not drawn) gave Hep lipid drop 1.2, WT yeast gro inh 19.3, T cell HTS inactive, Myeloid diff 2 inactive, Autophagy HCS inactive, West Nile virus CPE 0.4%, Ins promoter up -0.32, b-catenin transl 0.0, MT stabilizer 8.6, WT yeast gro inh mutant strain 10.9, Ins promoter up cell count 1303, Hep lipid drop cells 6.5 µM 716, b-catenin transl cell count 5 µM 1077, T cell HTS vesicle-bound % 61.3, MT stabilizer Hoechst-high % 0.9, MT stabilizer cytotoxicity % 12.0, Autophagy HCS cell loss 18 h 1.8 and Myeloid diff 2 GFP+ MAC1+ % 0.4.
Screening CC(C)(O)/C=C1/Oc2ccccc2C1N1CCCCC1 (stereo not drawn) returned WT yeast gro inh -17.2, T cell HTS inactive, Myeloid diff 2 inactive, Autophagy HCS inactive, West Nile virus CPE 0.8%, b-catenin transl -2.8, MT stabilizer 1.8, WT yeast gro inh mutant strain -5.3, b-catenin transl cell count 5 µM 1101, T cell HTS vesicle-bound % 58.2, MT stabilizer Hoechst-high % 1.7, MT stabilizer cytotoxicity % 5.7, Autophagy HCS cell loss 18 h 3.3 and Myeloid diff 2 GFP+ MAC1+ % 0.8.
CCOc1ccccc1/C=N/Nc1nc2ccccc2o1 was read as Hep lipid drop 6.6, T cell HTS inactive, Myeloid diff 2 inactive, West Nile virus CPE -0.5%, Hep lipid drop cells 6.5 µM 777, T cell HTS vesicle-bound % 27.0 and Myeloid diff 2 GFP+ MAC1+ % 1.6.
For Cc1nn(C)c(C)c1CN(C)C(=O)C1CCC(=O)N(C2CCCCCC2)C1 (stereo not drawn) the results were Hep lipid drop 9.4, T cell HTS inactive, Myeloid diff 2 inactive, West Nile virus CPE 0.0%, Hep lipid drop cells 6.5 µM 865, T cell HTS vesicle-bound % 66.6 and Myeloid diff 2 GFP+ MAC1+ % 2.0.
For COc1ccc(CCN(Cc2ccccn2)C(=S)Nc2cccc(C)c2)cc1OC the results were Hep lipid drop -12.9, WT yeast gro inh 33.1, T cell HTS inactive, Myeloid diff 2 inactive, Autophagy HCS inactive, West Nile virus CPE -1.4%, b-catenin transl -0.8, MT stabilizer 3.4, WT yeast gro inh mutant strain -1.6, Hep lipid drop cells 6.5 µM 691, b-catenin transl cell count 5 µM 1111, T cell HTS vesicle-bound % 33.0, MT stabilizer Hoechst-high % 2.0, MT stabilizer cytotoxicity % 5.8, Autophagy HCS cell loss 18 h -4.1 and Myeloid diff 2 GFP+ MAC1+ % 0.7.
`S=c1[nH]nc(-c2ccccc2)n1C1C=CCCC1` (stereo not drawn) gave WT yeast gro inh 13.2, T cell HTS inactive, Myeloid diff 2 inactive, Autophagy HCS inactive, West Nile virus CPE 0.2%, Ins promoter up 1.51, b-catenin transl -0.9, MT stabilizer 3.8, WT yeast gro inh mutant strain 12.1, Ins promoter up cell count 935, b-catenin transl cell count 5 µM 1177, T cell HTS vesicle-bound % 13.0, MT stabilizer Hoechst-high % 3.2, MT stabilizer cytotoxicity % 9.5, Autophagy HCS cell loss 18 h -66.0 and Myeloid diff 2 GFP+ MAC1+ % 2.2.
`COc1ccc(C)cc1NC(=O)CSc1nnc(CC(=O)Nc2ccccc2F)n1C` gave Hep lipid drop 9.0, WT yeast gro inh 6.7, T cell HTS inactive, Myeloid diff 2 inactive, Autophagy HCS inactive, West Nile virus CPE -0.7%, Ins promoter up -0.03, b-catenin transl 0.8, MT stabilizer 2.5, WT yeast gro inh mutant strain 3.3, Ins promoter up cell count 1312, Hep lipid drop cells 6.5 µM 737, b-catenin transl cell count 5 µM 1090, T cell HTS vesicle-bound % 36.4, MT stabilizer Hoechst-high % 1.3, MT stabilizer cytotoxicity % 3.1, Autophagy HCS cell loss 18 h 22.3 and Myeloid diff 2 GFP+ MAC1+ % 0.0.
For CCS(=O)(=O)c1ncc(Cl)c(C(=O)Nc2ccc(S(=O)(=O)N(C)c3ccccc3)cc2)n1 the results were Hep lipid drop -23.2, T cell HTS inactive, Myeloid diff 2 inconclusive, West Nile virus CPE -1.2%, Hep lipid drop cells 6.5 µM 712 and T cell HTS vesicle-bound % 6.9.
Screening COc1ccc(C(=O)N2CCc3ccccc32)cc1 returned Hep lipid drop -6.4, WT yeast gro inh -9.2, T cell HTS inactive, Myeloid diff 2 inactive, Autophagy HCS inactive, West Nile virus CPE -0.7%, Ins promoter up -0.03, b-catenin transl -2.0, MT stabilizer 2.3, WT yeast gro inh mutant strain -21.7, Ins promoter up cell count 1225, Hep lipid drop cells 6.5 µM 736, b-catenin transl cell count 5 µM 1303, T cell HTS vesicle-bound % 37.3, MT stabilizer Hoechst-high % 2.4, MT stabilizer cytotoxicity % 7.1, Autophagy HCS cell loss 18 h 3.6 and Myeloid diff 2 GFP+ MAC1+ % 1.1.
For N#Cc1nc(COc2ccccc2Cl)oc1N1CCCC1 the results were Hep lipid drop -22.9, WT yeast gro inh -11.1, T cell HTS inactive, Myeloid diff 2 inactive, Autophagy HCS inactive, West Nile virus CPE -0.2%, Ins promoter up -1.13, b-catenin transl -0.7, MT stabilizer 1.2, WT yeast gro inh mutant strain 3.8, Ins promoter up cell count 1431, Hep lipid drop cells 6.5 µM 743, b-catenin transl cell count 5 µM 943, T cell HTS vesicle-bound % 53.9, MT stabilizer Hoechst-high % 1.1, MT stabilizer cytotoxicity % 2.4, Autophagy HCS cell loss 18 h 9.8 and Myeloid diff 2 GFP+ MAC1+ % 0.7.
CC(C)C[C@H](NC(=O)OC(C)(C)C)C(=O)N/N=C/C1=Cc2ccccc2OC1C (stereo partly drawn) was read as Hep lipid drop 17.1, WT yeast gro inh 34.1, T cell HTS inactive, Myeloid diff 2 inactive, Autophagy HCS inactive, West Nile virus CPE 0.3%, b-catenin transl inconclusive, MT stabilizer 1.9, WT yeast gro inh mutant strain 0.9, Hep lipid drop cells 6.5 µM 821, T cell HTS vesicle-bound % 31.8, MT stabilizer Hoechst-high % 1.2, MT stabilizer cytotoxicity % 10.4, Autophagy HCS cell loss 18 h 8.2 and Myeloid diff 2 GFP+ MAC1+ % 5.6.
Screening O=C(NC(=S)NCCN1CCOCC1)c1ccccc1Br returned Hep lipid drop -3.0, WT yeast gro inh -9.8, T cell HTS inactive, Myeloid diff 2 inactive, Autophagy HCS inactive, West Nile virus CPE -0.4%, Ins promoter up -0.38, b-catenin transl 2.2, MT stabilizer 3.4, WT yeast gro inh mutant strain 9.7, Ins promoter up cell count 1296, Hep lipid drop cells 6.5 µM 604, b-catenin transl cell count 5 µM 532, T cell HTS vesicle-bound % 42.1, MT stabilizer Hoechst-high % 3.2, MT stabilizer cytotoxicity % 5.5, Autophagy HCS cell loss 18 h -2.9 and Myeloid diff 2 GFP+ MAC1+ % 0.4.
N#CC1=C(N)N2C(=C(C#N)C13CCCC3)Nc1ccccc12 was read as Hep lipid drop 3.5, WT yeast gro inh 4.2, T cell HTS inactive, Myeloid diff 2 inactive, Autophagy HCS inactive, West Nile virus CPE -0.6%, Ins promoter up 0.65, b-catenin transl -1.0, MT stabilizer 1.3, WT yeast gro inh mutant strain -1.5, Ins promoter up cell count 1372, Hep lipid drop cells 6.5 µM 735, b-catenin transl cell count 5 µM 907, T cell HTS vesicle-bound % 28.9, MT stabilizer Hoechst-high % 1.0, MT stabilizer cytotoxicity % 0.5, Autophagy HCS cell loss 18 h 14.2 and Myeloid diff 2 GFP+ MAC1+ % 0.3.
For c1ccc(CCN=C2CCCc3c2[nH]c2ccccc32)cc1 the results were Hep lipid drop 6.3, T cell HTS inactive, Myeloid diff 2 inactive, West Nile virus CPE 0.4%, Ins promoter up 0.18, b-catenin transl 2.9, Ins promoter up cell count 1123, Hep lipid drop cells 6.5 µM 668, b-catenin transl cell count 5 µM 948, T cell HTS vesicle-bound % 14.8 and Myeloid diff 2 GFP+ MAC1+ % 0.4.
`COC(=O)[C@H](CCSC)NC(=O)NCc1cccs1` gave WT yeast gro inh -24.3, T cell HTS inactive, Myeloid diff 2 inactive, Autophagy HCS inactive, West Nile virus CPE -0.1%, Ins promoter up 0.52, b-catenin transl -3.8, MT stabilizer 3.5, WT yeast gro inh mutant strain 5.0, Ins promoter up cell count 1428, b-catenin transl cell count 5 µM 993, T cell HTS vesicle-bound % 11.9, MT stabilizer Hoechst-high % 2.2, MT stabilizer cytotoxicity % 5.2, Autophagy HCS cell loss 18 h 12.0 and Myeloid diff 2 GFP+ MAC1+ % 11.6.

Rows were taken by chance; overall some 3.9% were active at least once.
